POLB inh = blocks human DNA polymerase beta activity; Potency, µM (doses to about 114 µM), for inactives: at the top dose activity change, negative = inhibition, most hits filed as inhibitors; 1.3% of 340,000 active; P06746; Pol beta primer extension/strand displacement, fluorescence kinetic; note: % is set by controls: 0 for no effect and ±100 for the full control effect
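Kinetic readout of DNA synthesis with strand displacement by Pol beta. Compound and 10 nM enzyme sit 15 min at room temperature; 50 nM substrate starts the reaction, read immediately and at 10 min.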
JMJD2A Tudor = blocks the human JMJD2A Tudor domain | Potency, µM (top dose mostly 114 µM), for the others: top-dose activity change, negative = inhibition, most hits filed as inhibitors | O75164 | AID 504339 | AlphaScreen JMJD2A-Tudor / H3K4me3 peptide binding | 4.4% of 390,000 active; note: % is set by controls: 0 for no effect and ±100 for the full control effect; nearly all actives have a fitted effect of over 50% in size
Target sequence (O75164 whole entry, looked up, the tested form may be a part): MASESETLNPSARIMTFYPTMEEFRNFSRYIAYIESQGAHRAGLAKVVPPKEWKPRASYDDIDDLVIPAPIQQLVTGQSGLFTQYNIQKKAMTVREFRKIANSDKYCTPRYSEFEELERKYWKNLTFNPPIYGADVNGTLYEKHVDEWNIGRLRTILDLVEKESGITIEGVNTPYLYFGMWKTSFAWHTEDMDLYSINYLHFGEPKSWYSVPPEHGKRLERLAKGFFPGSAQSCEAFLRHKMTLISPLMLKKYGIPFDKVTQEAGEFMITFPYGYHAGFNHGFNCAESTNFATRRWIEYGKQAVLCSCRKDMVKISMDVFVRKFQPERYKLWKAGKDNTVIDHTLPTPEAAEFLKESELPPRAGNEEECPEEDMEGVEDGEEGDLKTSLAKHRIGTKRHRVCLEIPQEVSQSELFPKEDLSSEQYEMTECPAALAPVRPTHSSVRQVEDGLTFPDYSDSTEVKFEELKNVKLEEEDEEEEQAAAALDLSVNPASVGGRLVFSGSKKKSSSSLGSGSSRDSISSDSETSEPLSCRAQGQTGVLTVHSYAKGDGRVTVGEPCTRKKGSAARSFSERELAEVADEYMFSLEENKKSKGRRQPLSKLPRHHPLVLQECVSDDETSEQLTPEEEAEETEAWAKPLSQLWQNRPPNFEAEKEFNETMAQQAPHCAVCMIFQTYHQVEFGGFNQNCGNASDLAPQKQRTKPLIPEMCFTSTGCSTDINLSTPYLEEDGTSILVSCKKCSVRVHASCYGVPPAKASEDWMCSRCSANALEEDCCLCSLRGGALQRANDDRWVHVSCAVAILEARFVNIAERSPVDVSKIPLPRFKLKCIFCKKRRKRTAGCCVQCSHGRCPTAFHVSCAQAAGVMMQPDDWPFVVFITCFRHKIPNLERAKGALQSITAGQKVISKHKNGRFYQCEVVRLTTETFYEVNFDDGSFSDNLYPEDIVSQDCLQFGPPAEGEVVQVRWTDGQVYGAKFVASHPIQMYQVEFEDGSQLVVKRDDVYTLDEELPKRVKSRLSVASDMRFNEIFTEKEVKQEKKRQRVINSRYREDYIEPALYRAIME
G9a inh = inhibitors of human histone lysine methyltransferase G9a | Q96KQ7 | G9a H3K9 monomethylation, AlphaScreen, 2 h | Potency, µM (highest dose often 102 µM), without a hit: at the highest dose activity, negative = inhibition, actives largely listed as inhibitors | 8.8% of 350,000 active; note: % is set by controls: 0 for no effect and ±100 for the full control effect; nearly all actives have a fitted effect of over 75% in size
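Chemiluminescent proximity detection of H3K9 monomethylation, read after 10 min bead incubation in the dark. Reaction: 20 nM G9a, 500 nM biotin-H3K9 peptide, 20 uM SAM cofactor, 2 h, room temperature, following 15 min enzyme-compound preincubation.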
BLM inh = Bloom syndrome helicase (human) inhibition | recombinant BLM DNA unwinding, fluorescence dequenching | P54132 | Potency, µM (titrated, usually from 56.1 µM), for the others: top-dose activity change, negative = inhibition, usual class: inhibitors | AID 2528 | 0.2% of 350,000 active;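 note: plate controls were vehicle for no effect and no enzyme for full effect; nearly all actives have a fitted effect of over 35% in size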
APEX1 inh = inhibitors of human APE1 endonuclease; recombinant APE1, TAMRA/BHQ-2 abasic DNA cleavage fluorescence; P27695; 0.35% of 350,000 active; AID 2517; Potency, µM (highest dose often 65.8 µM), inactives show top-dose activity change, negative = inhibition, usual class: inhibitors;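 note: plate controls were vehicle for no effect and reference inhibitor for full effect; nearly all actives have a fitted effect of over 55% in size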
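Kinetic fluorescence read (525 ex/598 em nm, three reads 60 s apart) of AP-site incision; signal = third minus first read. Enzyme 0.75 nM, dual-labelled THF duplex 50 nM, compound preincubation 15 min RT.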
Pol iota inh = blocks human DNA polymerase iota activity; Q9UNA4; Potency, µM (doses to about 115 µM), for the others: at the top dose activity, negative = inhibition, most hits filed as inhibitors; Pol iota fluorescent replication assay, 10 min; 1% of 390,000 active
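Pol iota at 10 nM preincubated 15 min with compounds at room temperature; reaction started with fluorescent substrate, 50 nM final. Fluorescence read kinetically at 0 and 10 min; buffer-only wells as negative control.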
BAZ2B inh = blocks human BAZ2B; Potency, µM (series often up to 114 µM), for the others: at the top dose activity change, negative = inhibition, most hits filed as inhibitors; Q9UIF8; AlphaScreen BAZ2B-H3K14Ac peptide displacement; 4.4% of 360,000 active; note: % is set by controls: 0 for no effect and ±100 for the full control effect; nearly all actives have a fitted effect of over 60% in size
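Protein-peptide AlphaScreen: BAZ2B 50 nM, b-H3K14Ac 50 nM, 1x PBS pH 7.4 + 0.01% Tween-20. Preincubation 30 min RT; cpd 30 min RT (top 110 uM); beads 20 min RT, light-protected.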
POLH inh = DNA polymerase eta (human) inhibition. Q9Y253. recombinant Pol eta, fluorescent DNA replication assay. Potency, µM (series often up to 114 µM), without a hit: at the highest dose activity change, negative = inhibition, most hits filed as inhibitors. 1.2% of 390,000 active. AID 588591; note: % is set by controls: 0 for no effect and ±100 for the full control effect
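Fluorescent replication assay: 50 nM final substrate added after a 15 min room-temperature compound preincubation with 10 nM enzyme. Signal taken at 0 min and again at 10 min.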
POLK inh = DNA polymerase kappa (human) inhibition; 0.53% of 400,000 active; Q9UBT6; purified Pol kappa, fluorescent DNA synthesis assay, 10 min; Potency, µM (highest dose often 107 µM), for inactives: top-dose activity, negative = inhibition, usual class: inhibitors; note: % is set by controls: 0 for no effect and ±100 for the full control effect
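Here, compound and 10 nM enzyme are combined for 15 min at room temperature; adding 50 nM substrate (final) starts DNA synthesis, tracked by fluorescence at 0 and 10 min against buffer-only wells.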
* marks the source's active call; other numbers are inactive results; ? = inconclusive; · = no result given; [ ] = remark or other dose. Calls come from the whole dose curve; as a rule, active = well fitted curve in the direction sought with a large enough effect; inconclusive = small, poorly fitted or top-dose-only effect, or another doubt; inactive = no such curve, though single readings can be large; an effect the other way counts as inactive or inconclusive. Potency is the fitted concentration of half-maximal effect.

SMILES | POLB inh | JMJD2A Tudor | G9a inh | BLM inh | APEX1 inh | Pol iota inh | BAZ2B inh | POLH inh | POLK inh
CN(C(=O)c1cccc([N+](=O)[O-])c1)c1ccccc1C(=O)NCc1ccccc1 | 0% | -6% | ? | -7% | 11% | 8% | -4% | -21% | -1%
CCN(CC)S(=O)(=O)c1ccc(NC(=O)COC(=O)c2cc(S(=O)(=O)Nc3ccc(OC)cc3)ccc2O)cc1 | 3% | -20% | ? | -12% | 2% | 7% | 7% | -15% | -7%
CCOC(=O)C1(CCOc2ccccc2)CCN(Cc2ccc(COC)o2)CC1 | -2% | -17% | ? | -3% | ? | 57%[activator] | -13% | -19% | 2%
O=C(Nc1ccc(C(=O)N2CCN(c3ccc(F)cc3)CC2)cc1)C1=CSCCO1 | 8% | ? | 24%[59 µM] | -6% | 6% | -20% | ? | -7% | 1%
Cc1ccc(S(=O)(=O)N2CCOCC2)cc1C(=O)O | 2% | -8% | ? | -1% | 4% | 16% | -7% | 3% | -3%
Oc1c(C(c2ccccn2)N2CCC(Cc3ccccc3)CC2)cc(Cl)c2cccnc12 (stereo not given) | 5% | 50µM* | 3.5µM* | -21% | 2% | 171%[activator] | 50µM* | 7% | 1%
COc1ccc(N2C(=O)CC(C#N)=C2N)cc1 | 0% | -21% | ? | -2% | -7% | 58%[activator] | · | -13% | -2%
O=C(COc1ccc([N+](=O)[O-])cc1Cl)NCC1CCCO1 (stereo not given) | -8% | -21% | -16% | 3% | 7% | -24% | 8% | -20% | 1%
CCN(CC(=O)NCc1ccc(Cl)cc1)Cc1cc(=O)n2ccsc2n1 | 2% | -7% | ? | -5% | 2% | 85%[activator] | -20% | -20% | 2%
O=C(NCCN1CCOCC1)Nc1ccc(Cl)cc1Cl | -24% | -11% | -5%[12.7 µM] | -1% | 2% | 9% | 3% | -6% | -4%

Reprinted at random: five compounds from above
SMILES | POLB inh | JMJD2A Tudor | G9a inh | BLM inh | APEX1 inh | Pol iota inh | BAZ2B inh | POLH inh | POLK inh
CCN(CC(=O)NCc1ccc(Cl)cc1)Cc1cc(=O)n2ccsc2n1 | 2% | -7% | ? | -5% | 2% | 85%[activator] | -20% | -20% | 2%
Cc1ccc(S(=O)(=O)N2CCOCC2)cc1C(=O)O | 2% | -8% | ? | -1% | 4% | 16% | -7% | 3% | -3%
O=C(Nc1ccc(C(=O)N2CCN(c3ccc(F)cc3)CC2)cc1)C1=CSCCO1 | 8% | ? | 24%[59 µM] | -6% | 6% | -20% | ? | -7% | 1%
O=C(NCCN1CCOCC1)Nc1ccc(Cl)cc1Cl | -24% | -11% | -5%[12.7 µM] | -1% | 2% | 9% | 3% | -6% | -4%
O=C(COc1ccc([N+](=O)[O-])cc1Cl)NCC1CCCO1 (stereo not given) | -8% | -21% | -16% | 3% | 7% | -24% | 8% | -20% | 1%

Following part.
SMILES | POLB inh | JMJD2A Tudor | G9a inh | BLM inh | APEX1 inh | Pol iota inh | BAZ2B inh | POLH inh | POLK inh
CN1CCC(N(C)C(=S)Nc2ccc(F)cc2)CC1 | 55% | -6% | ? | -2% | 12% | -27% | 4% | 4% | -3%
Cc1ccc(NC(=O)C2C3/C=C\CCCCC32)cc1C (stereo not given) | 5% | 1% | 20%[0.501 µM] | -2% | 7% | 18% | 7% | -9% | -3%
Cc1cccc(C)c1N1CCN(c2ccc3nnc(C(F)(F)F)n3n2)CC1 | -1% | -21% | ? | -13% | -1% | 5% | -31% | -16% | -6%
O=C(N/C(=C\c1cccc([N+](=O)[O-])c1)C(=O)N(CCO)CCO)c1ccco1 | -1% | -5% | · | 3% | -1% | 63%[activator] | -5% | 4% | -10%
CC1CCCCN1CC(=O)NCc1ccc2c(c1)OCO2 (stereo not given) | -1% | 19%[57.1 µM] | 8%[12.7 µM] | -4% | 0% | -7% | 1% | -10% | 0%
CCOc1ncccc1C(=O)NNC(=O)c1cccc(S(=O)(=O)N2CCOCC2)c1 | · | -17% | · | · | 11% | -15% | · | -2% | -13%
Cc1csc(NC(=O)c2ccccc2O)n1 | 9% | -12% | -23% | 3% | -3% | 4% | 8% | 1% | -10%
CCc1ccc(Cn2c(CNS(=O)(=O)c3ccc(C)c(C)c3)nc3cccnc32)cc1 | 5% | -25% | -4%[59 µM] | -4% | · | 16% | -14% | -22% | -8%[60.1 µM]
CCc1nnc(NC(=O)CCC(=O)N2CCN(c3cc(C)ccc3C)CC2)s1 | 1% | -12% | 74%[activator] | -5% | -2% | -16% | -19%[57.1 µM] | -2% | -11%
COc1cc(C(=O)NC(C)c2ccccc2)ccc1OCC(=O)N1CCOCC1 (stereo not given) | · | -15% | 16%[12.7 µM] | · | -2% | 22% | 11% | -13% | -1%
C[C@@H]1C=C(C(=O)N2CCN(Cc3ccccc3)CC2)O[C@H](OCc2ccc(CO)cc2)C1 | 38% | -7% | -16%[59 µM] | -4% | -8% | 27% | -15% | -4% | 12%
COc1ccc(C2c3cccn3CCN2S(=O)(=O)c2ccccc2[N+](=O)[O-])cc1OC (stereo not given) | 2% | ? | ? | -2% | · | 13% | ? | -21% | -1%[60.1 µM]
O=C(Nc1ccccc1C(=O)OC1CCOC1=O)c1ccco1 (stereo not given) | -4% | -9%[57.1 µM] | -32%[12.7 µM] | -2% | -2% | 9% | -3% | -19% | -9%
O=C(O)c1cccc(C(=O)c2cccc3ccccc23)c1 | · | -11% | · | · | · | 22% | · | 1% | 1%
Cc1csc(N2CCN(c3cc4nc(-c5ccncc5)[nH]c4cc3Cl)CC2)n1 | 35µM* | 79µM* | 7.9µM* | -2% | 19% | ? | ? | 8% | -24%
N#Cc1cccc(NC(=O)N2CCC3(CC2)CCN(C(=O)c2ccco2)CC3)c1 | · | · | 4%[12.7 µM] | 6% | 5% | · | · | · | -7%[60.1 µM]
O=C(NC1CCCC1)c1ccc2c(c1)N(Cc1c(F)cccc1Cl)C(=O)c1ccccc1S2 | 25% | -16% | 3%[59 µM] | -4% | · | 16% | · | -20% | -4%
COc1ccc(C2CC(c3ccc(OC)cc3)n3nc(NC(=O)c4ccco4)nc3N2)cc1 (stereo not given) | 1% | -31% | 5%[59 µM] | -1% | -1% | 16% | 3% | -9% | -8%
Cn1c(=O)n(CC#N)c2ccccc21 | 24% | -8% | 3%[12.7 µM] | -3% | 13% | 29% | 0%[57.1 µM] | -6% | -11%
CC(=O)c1cccc(OCC(=O)Nc2cc(S(=O)(=O)N3CCOCC3)ccc2N2CCCC2)c1 | · | -15% | 9%[0.501 µM] | · | 10% | 31%[activator] | 3% | 3% | -24%
CCOc1ccc(OCCOCCN2CCc3ccccc3C2)cc1 | 17% | 2.8µM* | · | 3% | -2% | 37%[activator] | 56µM* | -9% | -18%
C=COCCNC(=O)Nc1ccc(Cl)cc1Cl | -23% | -1% | 12%[59 µM] | -3% | -2% | 9% | 3% | 8% | 4%
CC1=C(C)CC(C(=O)Nc2nc(-c3ccc(C)cc3C)c(C)s2)C(C(=O)O)C1 (stereo not given) | 3% | -25% | 7%[59 µM] | -1% | -4% | -16% | -35% | -8% | -23%
CCc1ccc(NC(=O)CCC(=O)c2ccc(C)cc2)cc1 | 3% | -2% | -24%[2.33 µM] | -10% | 3% | 5% | -2% | -10% | 7%
CCc1ccc(NC(=O)C(C)OC(=O)c2cccc(S(=O)(=O)N3CCc4ccccc4C3)c2)cc1 (stereo not given) | 34% | -19% | 7.9µM* | -5% | 7% | 22% | 15% | -4% | -9%
OC(COc1ccc(Cl)cc1)CSc1ccccn1 (stereo not given) | -11% | 11% | · | -2% | -10% | -11% | 8% | -11% | -13%
Cc1cc(Cl)c2oc(C(=O)NCC(C)(C)N3CCOCC3)c(C)c2c1 | 2% | -21% | 9% | 0% | -6% | 24% | -8%[57.1 µM] | -19% | -21%
Cc1cc(C(=O)Nc2nc(C)c(C(=O)N(C)C)s2)ccc1[N+](=O)[O-] | 2% | -12% | -4%[59 µM] | -2% | -2% | 11% | -6% | -17% | -4%
O=C(CSc1nnc(-c2cccs2)n1Cc1ccccc1)N1CCc2ccccc2C1 | 1% | -21% | ? | -7% | -8% | 13% | 7% | -7% | -15%
Cc1ccc(Cl)cc1NC(=S)N(Cc1ccco1)C(C)c1cccs1 (stereo not given) | 8% | -9% | 119%[activator][59 µM] | -13% | 2% | 79µM* | 15% | -12% | -2%
Cc1cccc(C(=O)OCC(=O)NCCNC(=O)COC(=O)c2cccc(C)c2C)c1C | -26% | -8% | 102%[activator] | -7% | 11% | 19% | 2% | -16% | -4%

These rows are one share of the data; rates above refer to the full screens.
